BL2 CD40 inh = CD40 pathway inhibition in BL2 cells; BL2 NF-kB luciferase reporter, CD40L-induced, 4 h; inhibition, % at 10 µM; 0.94% of 83,000 active; AID 1053188;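 active = mean inhibition of at least 50% with a set share of replicates also reaching that level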;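 note: 0% = neutral control wells and 100% = IKK inhibitor VII at 50 µM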
Starred values were filed as active, the others as inactive; [ ] = remark or other dose.

BL2 CD40 inh | mol
-19 | COc1cc(OC)cc(C(=O)NNC(=O)c2ccc(-n3cncn3)c([N+](=O)[O-])c2)c1
1[25 µM] | O=C(C1CCC1)N1CCCCN2[C@@H](CO)[C@@H](c3ccc(-c4ccncc4)cc3)[C@@H]2C1
-5 | Cc1c(C(=O)c2ccccc2)c2ccccn2c1CCc1ccccn1
7[25 µM] | COc1ccc(S(=O)(=O)Nc2ccc3c(c2)CC(=O)N([C@@H](C)CO)C[C@H](C)[C@@H](CN(C)C(=O)Nc2c(C)noc2C)O3)cc1
10 | COC(=O)[C@H](CC(C)C)NC(=O)NCCC1=CCCCC1
0[25 µM] | CS(=O)(=O)Nc1ccc2c(c1)[C@@H]1C[C@H](CC(=O)NCCc3ccccc3)O[C@H](CO)[C@@H]1O2
6 | O=C1CC(C(=O)N2CCN(c3ccccn3)CC2)CN1Cc1ccccc1Cl (stereo not drawn)
6 | COc1cccc(NC(=O)c2cnc(SCC(=O)NCc3ccc4c(c3)OCO4)n(C)c2=O)c1

Next part, starting with the last three of the part before.
BL2 CD40 inh | mol
0[25 µM] | CS(=O)(=O)Nc1ccc2c(c1)[C@@H]1C[C@H](CC(=O)NCCc3ccccc3)O[C@H](CO)[C@@H]1O2
6 | O=C1CC(C(=O)N2CCN(c3ccccn3)CC2)CN1Cc1ccccc1Cl (stereo not drawn)
6 | COc1cccc(NC(=O)c2cnc(SCC(=O)NCc3ccc4c(c3)OCO4)n(C)c2=O)c1
3 | COc1ccccc1NC(=O)C(=O)N(c1cccnc1)C(C(=O)NC(C)(C)C)c1ccccc1F (stereo not drawn)
3 | N#CCCN(Cc1ccccc1)C(=O)Nc1ccc2c(c1)CCO2
-18[25 µM] | C[C@@H]1CN([C@H](C)CO)C(=O)c2cc(C#CCc3ccccc3)cnc2O[C@H]1CN(C)C(=O)C1CCOCC1
5 | Cc1ccc(NC(=O)COC(=O)C2(CC(=O)NC(C)(C)C)CCCC2)cc1C
-7 | COc1ccc(-n2cc(CN3CCC(OC)CC3)c(-c3cccc(F)c3)n2)cc1
10 | CCOc1ccc(NC(=O)COc2ccc(C(=O)N3CCC(C(N)=O)CC3)cc2OC)cc1
2 | CCN(CC)CCOC(=O)c1cccc(OC)c1
8 | Cc1nn(C)c(C)c1/C=C/C(=O)O

BL2 CD40 inh | mol
-12[25 µM] | O=C(CN1CCOCC1)N1CC2(C1)[C@@H](c1ccccc1)[C@@H](CO)N2Cc1cccc(F)c1
6 | Cc1ccc(C(=O)C2CC2)cc1C
2 | CN1CCN(CC(O)COc2ccc(S(=O)(=O)N3CCOCC3)cc2)CC1 (stereo not drawn)
4 | Cc1cc(Oc2ccccc2)nc(SCC(=O)Nc2ccc(Cl)cc2Cl)n1
-41 | CC(=O)Nc1ccccc1C(=O)C(=O)Nc1ccccc1
13 | Cc1onc(-c2ccccc2)c1C(=O)N(Cc1ccco1)Cc1cccs1
-2 | CCOC(=O)C1CCN(c2ncnc3c2cnn3C)CC1
0 | Cc1nn(CC(=O)Nc2ccccc2)c(=O)c2ccccc12

BL2 CD40 inh | mol
0 | Cc1ccc(C(=O)Nc2cc(Cl)ccc2-n2cncn2)o1
-38 | CC(C)c1ccc(OCc2cccc(C(=O)N/N=C/c3cccnc3)c2)cc1
12 | O=C1C=CC(=Nc2ccc3c(c2)Cc2cc(F)ccc2-3)O1
1[25 µM] | COc1ccc2c3c(n(C)c2c1)[C@@H](CO)N(C(=O)c1ccncc1)CC31CCN(CC2CC2)CC1
-23 | CCOc1cccc(C2C(C(=O)c3ccco3)=C(O)C(=O)N2c2nnc(C)s2)c1 (stereo not drawn)
14 | Cc1ccccc1S(=O)(=O)N1[C@@H](C#N)[C@@H](c2ccccc2)[C@@H]1CO
11 | O=C(COC(=O)Cc1cccc(C(F)(F)F)c1)NC1CCS(=O)(=O)C1 (stereo not drawn)
8 | CC(=O)Oc1ccc(-c2ccc(C(=O)O)cc2)cc1

2 records drawn at random from those above, as already listed:
BL2 CD40 inh | mol
14 | Cc1ccccc1S(=O)(=O)N1[C@@H](C#N)[C@@H](c2ccccc2)[C@@H]1CO
11 | O=C(COC(=O)Cc1cccc(C(F)(F)F)c1)NC1CCS(=O)(=O)C1 (stereo not drawn)

Later entries.
BL2 CD40 inh | mol
5 | COCCCNCCOc1cc(C(C)C)ccc1C
0 | Cc1cc(NC(=O)Nc2cccc(Cl)c2)n(-c2ccccn2)n1
-21 | COc1cc(-c2cc(C(=O)Nc3ccc(C)c(S(=O)(=O)N4CCOCC4)c3)c3ccccc3n2)cc(OC)c1OC
13 | O=C(Oc1ccc(N(C(=O)c2ccncc2)S(=O)(=O)c2cccs2)cc1)c1ccncc1
0 | CC1CCc2sc(C(=O)OCC(=O)NC(C)C)cc2C1 (stereo not drawn)
7 | CCOc1ccc(-c2cc(N3C(=O)Nc4ccccc4N3O)on2)cc1
-17[25 µM] | Cc1noc(C)c1S(=O)(=O)Nc1ccc2c(c1)CC(=O)N([C@@H](C)CO)C[C@@H](C)[C@H](CN(C)C(=O)Nc1cccc3ccccc13)O2
5 | Cc1nn(C)cc1CN(C)C(=O)c1cc2nc(-c3ccco3)cc(C(F)(F)F)n2n1

BL2 CD40 inh | mol
4 | c1nnc(NC2=NCCCCC2)s1
4 | O=C(O)CCc1nn2c3ccccc3n(Cc3ccccc3)c2nc1=O
-5 | Cc1ccc(S(=O)(=O)Nc2ccc3c(c2)C(=O)N([C@H](C)CO)C[C@H](C)[C@H](CN(C)C(=O)NC(C)C)OCCCC[C@@H](C)O3)cc1
-1 | COc1ccc(C(CNC(=O)C(CCSC)NC(=O)c2ccccc2Cl)N2CCOCC2)cc1 (stereo not drawn)
-72 | COc1ccc2oc(-c3ccco3)cc(=O)c2c1
8 | N=NC(=O)c1ccccc1Nc1c(O)[nH]c2ccccc12
-5[25 µM] | CCNC(=O)[C@H]1[C@H](CO)[C@H]2Cn3c(ccc(-c4ccccc4)c3=O)[C@H]2N1C(=O)Cc1cccnc1
6 | O=S(=O)(Cc1ccccc1)N1CCCc2ccccc21

BL2 CD40 inh | mol
4 | CN(CC(=O)Nc1ccccc1C(F)(F)F)C(=O)CSc1nnc(N)s1
-15[25 µM] | CCCC(=O)N1CC2(C1)CN(C(=O)c1ccc(F)cc1)[C@@H](CO)c1[nH]c3cc(OC)ccc3c12
4 | CC(C)CC(NC(=O)c1ccc(C#CC(C)(C)O)s1)C(=O)O (stereo not drawn)
1 | Cc1nn(Cc2noc(C(=O)NCc3ccccn3)n2)c(C)c1Br
4 | CCOc1ccc(C2C(=O)N(C3CCCCC3)CC(=O)N2CC2CCCO2)cc1OC (stereo not drawn)
-147 | CC(=O)c1cnc(Nc2cccc(Cl)c2Cl)s1
3 | COc1ccc(NC(=S)N2CCC(C(=O)c3ccc(C)cc3)CC2)c(OC)c1
-10[25 µM] | OC[C@@H]1[C@H](c2ccc(Br)cc2)[C@H]2CNCCCCN12

Among those listed so far, four have a COOH group.
BL2 CD40 inh | mol
8 | Cc1nn(C)c(C)c1/C=C/C(=O)O
8 | CC(=O)Oc1ccc(-c2ccc(C(=O)O)cc2)cc1
4 | O=C(O)CCc1nn2c3ccccc3n(Cc3ccccc3)c2nc1=O
4 | CC(C)CC(NC(=O)c1ccc(C#CC(C)(C)O)s1)C(=O)O (stereo not drawn)

(more compounds)
BL2 CD40 inh | mol
3 | O=C(O)c1cccc(S(=O)(=O)Nc2ccccc2Cc2ccccc2)c1
9[25 µM] | O=C(O)C[C@@H]1C[C@@H]2c3cc(NC(=O)Cc4ccncc4)ccc3O[C@@H]2[C@H](CO)O1
8 | O=C(COc1ccccc1)Nc1nnc(S(=O)(=O)N2CCCC2)s1
11 | Cc1onc(-c2ccccc2Cl)c1C(=O)Nc1cnn(Cc2ccccc2)c1
-3 | CC(C)NC(=O)Nc1cccc2c1O[C@@H](CN(C)C(=O)NC(C)C)[C@@H](C)CN(C)C2=O
6 | Cc1nc(NS(=O)(=O)c2cccs2)c2c3c(sc2n1)CCC3
-4 | O=C(O)C(CCC(C(=O)O)c1ccccc1)c1ccccc1 (stereo not drawn)
14 | OCCC1CN(Cc2ccccc2-c2ccco2)CCN1C1CCCC1 (stereo not drawn)

BL2 CD40 inh | mol
5 | Cc1ccc(S(=O)(=O)N2CCCc3ccccc32)cc1
-8 | O=C(Cn1cc([N+](=O)[O-])cn1)N1CCN(Cc2ccc3c(c2)OCO3)CC1
17 | Cc1ccc(N(C)S(=O)(=O)c2cccc(C(=O)N(C)Cc3cnn(-c4ccccc4)c3)c2)cc1
14 | CC(C)NC(=O)N1C[C@H]2[C@@H](c3ccccc31)[C@@H](CO)N2C(=O)Nc1ccc(F)cc1
43[25 µM] | CN1C(=O)c2cc(NC(=O)c3cccc(F)c3)ccc2OC[C@@H]2O[C@@H](CC(=O)NCc3ccccc3Cl)CC[C@H]21
4 | Cc1nnc2sc(-c3ccco3)nn12
-1 | CC(=O)Nc1ccc(N/C(=N\S(=O)(=O)c2ccccc2)c2ccccc2)cc1
6 | On1c(-c2ccco2)nc2c1CCc1nonc1-2

BL2 CD40 inh | mol
4 | COc1cccc(C(=O)NCCS(=O)(=O)N2CCOCC2)c1
-6 | COc1ccc(CC(=O)Nc2ccc(OC)nc2)cc1
3 | COC(=O)Nc1ccc(NC(C)=O)cc1
-6 | Cc1noc(C)c1S(=O)(=O)N(C)CC(=O)Nc1ccc(F)cc1
-12[25 µM] | CO[C@H](CN(C)C(=O)c1cc(Cl)cc(Cl)c1)[C@@H](C)CN(C(=O)Nc1ccc(F)cc1)[C@H](C)CO
9 | CC1(C)Cc2nc(-c3ccccc3)n3cnnc3c2CO1
2[25 µM] | Cc1ccccc1S(=O)(=O)N1C[C@@H](O)COC[C@H]2O[C@@H](CC(=O)N3CCCCC3)CC[C@@H]21
-62 | O=C(N/N=C/c1ccc2c(c1)OCO2)c1ccc2c(c1)OCO2

BL2 CD40 inh | mol
9 | O=c1[nH]c(C2CCCN(S(=O)(=O)c3ccc(F)cc3)C2)nc2c1nnn2Cc1ccccc1 (stereo not drawn)
3 | CN(C)S(=O)(=O)c1cccc(NC(=O)Cc2ccc(-c3ccccc3)cc2)c1
-14 | O=C(NCC1CCCO1)C1CC(c2ccccc2Cl)=NO1 (stereo not drawn)
31[25 µM] | COc1ccc2c3c([nH]c2c1)[C@@H](CO)N(C(=O)Nc1ccc(F)cc1)CC31CCN(C(=O)c2ccccc2F)CC1
2 | O=C(COC(=O)/C=C/c1ccc(Cl)cc1)NC1CCCCCC1
5 | O=C(CN1C(=O)NC2(CCCCC2)C1=O)NCCc1c[nH]c2ccccc12
10 | Cc1noc(C)c1N=Nc1ccc(Br)cc1C(=O)O
6 | CN1C(=O)Cc2cc(S(=O)(=O)NCc3cccs3)ccc21

BL2 CD40 inh | mol
5 | CN(C)CCCNC(=O)/C=C/c1ccc(OCc2c(F)cccc2Cl)cc1
-5 | CCN(CC(=O)Nc1ccc2c(c1)OCCO2)C(=O)COc1ccc(C)cc1
7 | O=C(Cc1ncc(C(F)(F)F)cc1Cl)NC1CC1
2[25 µM] | CN1c2ccc(Br)cc2[C@H]2[C@H](CCN2C(=O)CN2CCOCC2)[C@@H]1CO
-4 | C[C@H]1CN([C@@H](C)CO)C(=O)CCCn2cc(nn2)CO[C@@H]1CN(C)CC1CCCC1
-62 | FC(F)(F)c1cnc(-c2cnc(-c3cccnc3)nc2)c(Cl)c1
9 | Cc1ccccc1COC(=O)CCC1=NS(=O)(=O)c2ccccc2N1
10 | COCc1ccc(C(=O)NC2CCCc3c2cnn3-c2cc(C)cc(C)c2)s1 (stereo not drawn)

BL2 CD40 inh | mol
-13 | CC(C)NC(=O)N(C)C[C@@H]1Oc2ncccc2C(=O)N(C)C[C@@H]1C
13[25 µM] | COc1ccc2c3c(n(C)c2c1)[C@@H](CO)N(CC1CC1)CC31CN(C(=O)c2ccc3c(c2)OCO3)C1
19 | CCOC(=O)C(C(=O)c1ccccc1)C(c1ccccc1)c1nccc2ccccc12 (stereo not drawn)
-4 | N#Cc1cccc(NC(=O)c2nc(-c3ccccc3)n(-c3ccccc3)n2)c1
12 | CCOc1ccc(OCC(=O)OCC(=O)Nc2ccc3[nH]c(=O)[nH]c3c2)cc1
18 | CC1CCN(S(=O)(=O)c2ccc(C(=O)N3CCCCC3C(=O)O)cc2)CC1 (stereo not drawn)
0 | O=C1CCN(Cc2ccccc2)C(=O)N1
-4[25 µM] | O=S(=O)(NC[C@@H]1N[C@@H](CO)[C@H]1c1ccccc1)c1ccccc1

BL2 CD40 inh | mol
-103 | CCc1cc(CNC(=O)c2cc(COc3ccc(C)nc3)on2)on1
-1 | O=C1CCc2cc(S(=O)(=O)NCCCC(=O)N3CCN(Cc4ccc5c(c4)OCO5)CC3)ccc2N1
9 | CC(C)C(=O)N=C1NC(=O)CS1
-4 | Cc1cccc(Nc2nnc(SCC(O)=C(C#N)c3nc4ccccc4[nH]3)s2)c1
-25 | Cc1ccc(OCc2ccc(C(=O)N3CCCC3)o2)c([N+](=O)[O-])c1
8 | Cc1ccc(S(=O)(=O)N2CCN(C(=O)N3CCCC3)CC2)cc1
-7[25 µM] | CCCN1[C@@H]2Cn3c(cccc3=O)[C@H]1[C@@H](C(=O)N[C@@H](C)c1ccccc1)[C@@H]2CO
8 | C#CCn1c(=O)c2c(ncn2C)n(C)c1=O

BL2 CD40 inh | mol
4 | CC(C)(CNS(=O)(=O)c1cccs1)N1CCOCC1
11 | Cc1noc(C)c1COC(=O)C1CCN(S(=O)(=O)c2ccc(F)cc2)CC1
5 | O=C(NC1CCCC1)c1ccccc1OCc1ccccc1
11 | CCCNC(=O)OCC12CC3CC(CC(C3)C1)C2
-54 | O=[N+]([O-])c1ccc(S(=O)(=O)Nc2cccc(-c3ccc(N4CCOCC4)nn3)c2)cc1
-5 | COc1ccccc1NS(=O)(=O)c1cc(N)ccc1N1CCCC1
3 | c1csc(-c2nn[nH]n2)c1
-6 | C[C@H]1CN([C@@H](C)CO)C(=O)c2ccccc2-c2ccccc2CO[C@H]1CN(C)S(=O)(=O)c1ccccc1

BL2 CD40 inh | mol
0 | CN(CC(=O)Nc1ccc(Cl)c(Cl)c1)C(=O)CC1OC(=O)c2ccccc21 (stereo not drawn)
-9[25 µM] | O=C(NC[C@H]1[C@@H](c2ccccc2)[C@H](CO)N1Cc1cccnc1)c1ccccn1
6 | O=C(O)C1C2C=CC(C2)C1C(=O)N1CCN(C/C=C/c2ccccc2)CC1 (stereo not drawn)
0 | O=S(=O)(c1cccc2nonc12)N1CCCCCC1

Only part of the results is shown. The share of hits here may be higher or lower than overall.
